Screening results deposited in PubChem BioAssay by National Center for Advancing Translational Sciences (NCATS).
ELG1 genotox: genotoxicity induction in ELG1-luciferase HEK293T cells; Potency, µM (doses to about 46 µM), for the others: at the top dose activity change, positive = activation, most hits filed as activators; HEK293T ELG1-luciferase reporter, luminescence, 16 h; 330,000 tested, 1.3% active; also: % of control where 0% means no effect; nearly all actives have a fitted effect of over 60% in size
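ELG1-luciferase HEK293T cells, 2,000/well; compound pinned in; 16 hr, 37 °C, 5% CO2; ONE-Glo, 30 min RT; luminescence on CCD imager.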
RORgamma inh: inhibitors of mouse ROR gamma transcriptional activity | P51450 | Drosophila S2 Gal4-RORgamma UAS-luciferase reporter, 20 h | 310,000 tested, 5.4% active | Potency, µM (series often up to 53.6 µM), without a hit: at the top dose activity change, negative = inhibition, hits mostly inhibitors | AID 2551; also: % is scaled to controls: 0 for no effect and ±100 for the full control effect; nearly all actives have a fitted effect of over 60% in size
Target sequence (P51450 whole entry, looked up, the tested form may be a part): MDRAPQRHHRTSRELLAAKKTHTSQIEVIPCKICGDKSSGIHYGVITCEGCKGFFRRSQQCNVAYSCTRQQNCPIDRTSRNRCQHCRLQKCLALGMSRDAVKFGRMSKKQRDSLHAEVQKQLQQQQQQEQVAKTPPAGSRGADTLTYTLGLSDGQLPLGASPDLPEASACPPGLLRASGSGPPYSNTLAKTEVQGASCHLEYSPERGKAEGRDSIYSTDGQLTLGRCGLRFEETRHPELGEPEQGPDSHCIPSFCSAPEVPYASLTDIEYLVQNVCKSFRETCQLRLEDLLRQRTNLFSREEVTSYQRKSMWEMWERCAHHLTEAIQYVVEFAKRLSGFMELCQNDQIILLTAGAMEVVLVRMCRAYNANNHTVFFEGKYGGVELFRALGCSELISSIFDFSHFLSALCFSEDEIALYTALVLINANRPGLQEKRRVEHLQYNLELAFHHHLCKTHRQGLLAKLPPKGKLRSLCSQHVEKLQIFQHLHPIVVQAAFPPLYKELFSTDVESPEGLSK
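Luminescence from a UAS-regulated Photinus luciferase reporter in stably transfected Drosophila Schneider cells is measured; decreased signal marks ROR gamma inhibition. Fusion expression is induced by 700 uM copper sulfate for 20 hr.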
uPA generation: cell surface uPA generation inhibition; cell surface uPA generation assay, qHTS; Potency, µM (titrated, usually from 38.3 µM), for the others: at the top dose activity change, negative = inhibition, actives largely listed as inhibitors; 330,000 tested, 0.31% active; active = well fitted inhibition curve with a large enough effect; inconclusive = small, poorly fitted or top-dose-only effect; inactive = no such curve, though single readings can be large or run the other way; tested in mouse RAW 264.7 cells; also: % is scaled to controls: 0 for no effect and ±100 for the full control effect; nearly all actives have a fitted effect of over 55% in size
BRCA1 expr up: BRCA1 expression activation; AID 624202; MCF7-BRCA1-FFLuc reporter, luminescence, 48 h; response scale: scaled: vehicle 0%, 10 µM genistein 100%; Potency, µM (highest dose often 46.1 µM), without a hit: at the highest dose activation, most hits filed as activators; 380,000 tested, 1.1% active; also: nearly all actives have a fitted effect of over 80% in size; some results filed as inactive show a strong effect at the top dose
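First, MCF7-BRCA1-FFLuc cells (2000/well) attach for 2 h; next, compounds are pin-added and incubated 48 h at 37 °C; finally, luciferase reagent is added and luminescence read after 15 min.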
Gal4-VP16 FLuc: Gal4-VP16 reporter inhibition counter-screen. Potency, µM (titrated, usually from 53.6 µM), inactives show at the top dose activity, negative = inhibition, usual class: inhibitors. Drosophila S2 Gal4-VP16 UAS-luciferase, luminescence, 20 h. 310,000 tested, 3.5% active;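 also: Gal4-VP16 expression switched on by copper sulfate through the metallothionein promoter; % is scaled to controls: 0 for no effect and ±100 for the full control effect; nearly all actives have a fitted effect of over 50% in size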
NPC1 promoter act: activates the NPC1 promoter | Huh7 NPC1 promoter luciferase reporter, 24 h | Potency, µM (top dose mostly 9.22 µM), for inactives: at the top dose activation, usual class: activators | 320,000 tested, 2.4% active;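 also: % of control where 0% means no effect; nearly all actives have a fitted effect of over 60% in size; reporter is driven by a mutant NPC1 promoter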
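In 1536-well qHTS, Huh7 cells harboring an NPC1 promoter–luciferase construct received compound for 24 h; activation was quantified by luminescence following luciferase reagent addition.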
MBNL1-CUG inh: blocks human MBNL1 binding to CUG repeat RNA. Q9NR56. TR-FRET MBNL1-His/biotin-(CUG)12 binding, 665/545 ratio. Potency, µM (highest dose often 57.5 µM), for the others: top-dose activity change, negative = inhibition, most hits filed as inhibitors. 280,000 tested, 0.036% active. AID 2675; active = well fitted inhibition curve with a large enough effect in the signal ratio, with a control signal flat, not every such curve was filed as active; inconclusive = small, poorly fitted or top-dose-only effect, or effect the other way, or a change in a side signal; inactive = no such curve, though single readings can be large or run the other way; the % refers to the signal ratio; also: % is scaled to controls: 0 for no effect and ±100 for the full control effect
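Ratiometric TR-FRET (665 over 545 nm, excitation 340 nm) tracks disruption of MBNL1-His/biotin-(CUG)12 complex after 60 min at room temperature, with compounds at 92 nM to 58 uM final.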
Rab9 promoter act: activates the Rab9 promoter; Huh7 Rab9 promoter-luciferase reporter, luminescence, 24 h; AID 485297; Potency, µM (highest dose often 9.22 µM), for inactives: at the highest dose activation, negative = inhibition, usual class: activators; 320,000 tested, 2.8% active; also: % of control where 0% means no effect; nearly all actives have a fitted effect of over 60% in size
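Huh7 reporter line, Rab9 promoter upstream of luciferase. Compound exposure 24 h at 37 °C in reduced-serum medium with 10% FBS. Read-out: luminescence.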
MLL CXXC-DNA inh: blocks binding of human MLL CXXC domain to DNA. Potency, µM (highest dose often 115 µM), without a hit: at the top dose activity change, negative = inhibition, hits mostly inhibitors. MLL-CXXC / FITC-HOXA9 DNA fluorescence polarization. 290,000 tested, 0.037% active. Q03164; active = well fitted inhibition curve with a large enough effect in the polarisation, with a control signal flat, not every such curve was filed as active; inconclusive = small, poorly fitted or top-dose-only effect, or effect the other way, or a change in a side signal; inactive = no such curve, though single readings can be large or run the other way; the % refers to the polarisation
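Steps: dispense CXXC domain solution (7 uM) → pin compounds or unlabeled HOX-A9 DNA control → 5 min ambient → add FLSN-HOX-A9 solution (50 nM) → spin → 30 min ambient → fluorescence polarization. Tris pH 7.5/NaCl/DTT/BSA buffer.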
FLuc counter: inhibits or activates purified firefly luciferase, miR-21 counter-screen. purified FLuc, Km substrates, luminescence inhibition. Potency, µM (top dose mostly 57.5 µM), for inactives: at the top dose activity change, negative = inhibition, hits mostly inhibitors. 360,000 tested, 6.9% active. AID 588342;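 also: plate controls were vehicle for no effect and reference inhibitor for full effect; nearly all actives have a fitted effect of over 55% in size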
Target sequence (P08659 whole entry, looked up): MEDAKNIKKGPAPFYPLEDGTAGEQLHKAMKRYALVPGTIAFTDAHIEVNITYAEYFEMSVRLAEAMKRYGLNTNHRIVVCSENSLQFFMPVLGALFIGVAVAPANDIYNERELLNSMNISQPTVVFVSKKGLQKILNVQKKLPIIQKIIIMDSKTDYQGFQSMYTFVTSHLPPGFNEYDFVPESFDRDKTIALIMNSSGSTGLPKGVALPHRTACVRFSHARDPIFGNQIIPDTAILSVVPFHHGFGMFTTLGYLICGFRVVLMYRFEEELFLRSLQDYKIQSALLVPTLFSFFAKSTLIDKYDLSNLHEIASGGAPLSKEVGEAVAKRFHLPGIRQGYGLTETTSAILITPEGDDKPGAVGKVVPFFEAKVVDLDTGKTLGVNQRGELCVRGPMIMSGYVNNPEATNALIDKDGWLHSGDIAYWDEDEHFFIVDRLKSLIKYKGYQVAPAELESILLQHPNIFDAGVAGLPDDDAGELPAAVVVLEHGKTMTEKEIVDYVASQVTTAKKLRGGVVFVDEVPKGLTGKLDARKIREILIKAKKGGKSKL
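Purified P. pyralis luciferase (10nM final) with 10uM D-luciferin and 10uM ATP (Km levels) in 50mM Tris acetate pH 7.5, 10mM Mg acetate, 0.01% Tween-20, 0.05% BSA; qHTS 6-point titration, ~60 µM downward; luminescence read.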
p53 reactivator: re-activators of mutant p53 | H1299 p53-A138V BP100-luciferase reporter, luminescence, 24 h | Potency, µM (top dose mostly 92.2 µM), without a hit: at the highest dose activity change, positive = activation, hits mostly activators | 320,000 tested, 0.063% active | AID 504706; also: % of control where 0% means no effect; nearly all actives have a fitted effect of over 45% in size
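p53-null H1299 cells stably carrying temperature-sensitive p53-A138V and a BP100-luciferase reporter were pinned with compounds (4-point, 1:5 series) and held 24 hrs at 37 deg C. Luminescence was read 10 min after detection reagent.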
* = called active by the depositor; ? = inconclusive; . = not tested or not shown; & = joins results of further samples; [ ] = remark or other dose. Unless noted, calls follow the shape of the dose curve; as a rule, active = well fitted curve in the direction sought with a large enough effect; inconclusive = small, poorly fitted or top-dose-only effect, or another doubt; inactive = no such curve, though single readings can be large; an effect the other way counts as inactive or inconclusive. Potency is read from the fitted curve at half-maximal effect.

SMILES	ELG1 genotox	RORgamma inh	uPA generation	BRCA1 expr up	Gal4-VP16 FLuc	NPC1 promoter act	MBNL1-CUG inh	Rab9 promoter act	MLL CXXC-DNA inh	FLuc counter	p53 reactivator
CC(=O)Nc1cccc(NC(=O)COc2nncc3ccccc23)c1	-0.3%	13.8%[10 µM]	-0.1%	-17.6%	-5.1%	-6.0%	.	-1.1%	18.5%	-0.3%	-4.3%
N/C(=N\NC(=O)c1sccc1OCc1ccc(Cl)cc1Cl)c1ccccn1	15.9%	2.24µM*	-3.9%	-63.5%	5.62µM*	-11.9%	-3.7%	-33.7%[inhibitor]	9.8%	-10.9%	8.6%
COc1ccc(-c2csc3nc(-c4cccnc4)nc(Cl)c23)cc1OC	-2.6%	-20.6%	-4.4%	-26.2%	-7.9%	-8.3%	13.9%	-3.8%	4.6%	-14.9%	-7.3%
Cc1ccnc(NS(=O)(=O)c2ccc3c(c2)CCO3)c1	-1.3%	?	.	.	0.2%	-3.2%	-22.1%	1.1%	-2.7%	-0.4%	-2.6%
C/C=C(\C)C(=O)NCCN1C2=NC[C@H](Cc3ccc(O)cc3)N2C[C@@H]1Cc1ccc(OC)cc1	-0.1%	?	-5.2%	5.0%	-17.9%	1.4%	-15.4%	-3.3%	-16.6%	0.1%	-1.1%
Cc1ccc(-c2nnc(NC(=O)CCS(=O)(=O)c3ccc(F)cc3)o2)c(C)c1	-1.3%	.	2.8%	22.4%	.	-1.7%	.	2.0%	.	-7.8%	-6.9%
O=c1cc(O)nc(SC23CC4CC(CC(C4)C2)C3)[nH]1	0.3%	0.8%	6.3%	5.0%	16.2%	-1.7%	5.5%	1.5%	7.4%	-0.8%	6.6%
COc1ccc2ccc(=O)oc2c1CC=C(C)C	5.4%	-11.1%&-29.0%	-8.1%	-6.3%	-8.2%&-0.4%	-5.0%	27.8%	-2.3%	-0.6%	-1.9%	2.1%
COc1ccccc1OCCNC(=O)c1ccccc1OCc1c(C)noc1C	0.0%	.	-18.0%	-12.9%	.	2.8%	.	0.0%	.	10.1%	-11.8%
Cc1ccc(N(Cc2cc3ccc(C)cc3[nH]c2=O)C(=O)c2ccco2)cc1	-3.4%	10.5%	-8.6%	0.0%	2.0%	-2.0%	0.5%	-4.0%	-3.1%	?	-1.2%
CCCN(CC(=O)Nc1ccccc1Br)CC(=O)Nc1ccc(F)c(F)c1F	-5.4%	-3.4%	-3.0%	-32.5%	4.4%	3.1%	-5.8%	-1.5%	-4.6%	-3.4%	-7.3%
CCOC(=O)C1=C(CNCc2ccccc2Cl)NC(=O)NC1c1ccc2c(c1)OCO2 (configuration not stated)	-1.2%	43.6%	0.8%	-18.3%	1.7%	-0.6%	1.6%	0.3%	-2.3%	1.9%	-3.4%
CC(C)c1ccc(C(CC(=O)O)N2Cc3ccccc3C2=O)cc1 (configuration not stated)	-0.7%	4.4%	2.9%	-2.8%	-6.0%	-3.5%	-0.7%	-2.4%	20.3%	1.2%	3.3%
O=C(COC(=O)c1ccccn1)NCCCc1ccccc1	4.4%	-21.1%	3.7%	0.7%	7.4%	0.2%	-10.1%	4.7%	0.0%	4.8%	-8.4%
COc1ccc(CCNC(=O)CCc2nc3ccccc3[nH]2)cc1OC	-0.9%	-29.2%	-6.6%	11.9%	2.5%	-7.6%	.	2.6%	7.2%	-2.9%	6.4%

Some of these compounds in order of their number in uPA generation, rising:
Molecule | uPA generation
N/C(=N\NC(=O)c1sccc1OCc1ccc(Cl)cc1Cl)c1ccccn1 | -3.9%
Cc1ccc(-c2nnc(NC(=O)CCS(=O)(=O)c3ccc(F)cc3)o2)c(C)c1 | 2.8%
O=C(COC(=O)c1ccccn1)NCCCc1ccccc1 | 3.7%

Carrying on:
SMILES	ELG1 genotox	RORgamma inh	uPA generation	BRCA1 expr up	Gal4-VP16 FLuc	NPC1 promoter act	MBNL1-CUG inh	Rab9 promoter act	MLL CXXC-DNA inh	FLuc counter	p53 reactivator
CC(NC(=O)c1ccc(-c2ccccc2)cc1)C(c1ccccc1)N1CCOCC1 (configuration not stated)	-4.7%	.	?	-53.4%	.	0.2%	.	3.4%	.	3.3%	-5.4%
COc1ccc(C(=O)N/N=C/c2sc3ccccc3c2O)cc1	?	2.24µM*	-21.5%	-76.5%	3.98µM*	-30.5%[inhibitor]	?	-41.8%[inhibitor]	-2.9%	13.5µM*	?
CCCNC(=O)COC(=O)c1ccc(N2CCCC2)c([N+](=O)[O-])c1	3.8%	27.9%	.	1.6%	-3.8%	-0.6%	.	3.0%	15.8%	-9.6%	-0.1%
Cc1ccc(NC(=O)NC(=O)CSc2n[nH]c(N)n2)c(C)c1	3.7%	42.7%	-12.1%	29.5%	-14.3%	1.0%	3.3%	11.0%	-7.7%	-8.6%	-0.5%
CCc1cccc2c(C(=O)CCl)c[nH]c12	-1.2%	?	-10.9%	-28.7%	14.1µM*	-3.7%	1.3%	-2.0%	22.6%	-3.3%	-37.9%[inhibitor]
CC(=O)NCC(=O)N(C)C(C(=O)Nc1ccc(C(C)C)cc1)c1ccccc1 (configuration not stated)	4.0%	22.1%	-2.0%	-2.9%	11.5%	0.8%	-1.6%	-5.6%	-0.4%	-4.6%	6.3%
Cc1cc(C=O)c(C)n1-c1ccc(Cl)c(C(=O)O)c1	1.6%	18.0%	2.9%	2.4%	4.3%	-0.6%	-5.7%	-3.6%	14.4%	-7.1%	2.7%
COc1ccc(C(=O)C2CCCN(C(=O)c3cccc(N4CCCC4=O)c3)C2)cc1OC (configuration not stated)	3.1%	55.7%	1.6%	-5.8%	-9.8%	1.1%	18.6%	-3.5%	-1.2%	0.8%	.
Oc1ccc(/C=N/Nc2nc(N3CCCCCC3)nc(N3CCCCCC3)n2)c(O)c1	-15.9%	15.8µM*	-3.3%	-88.0%[inhibitor]	?	-1.5%	-4.0%	0.2%	23.8%	1.3%	-11.0%
CCSc1nnc(NC(=O)c2csc3c2CCC(C)C3)s1 (configuration not stated)	4.3%	-28.7%	.	-0.8%	3.6%	-1.5%	3.1%	-2.4%	11.1%	-1.9%	-5.1%
Cc1cc(C)n(C(=O)COc2ccc([N+](=O)[O-])cc2)n1	-0.6%	0.4%	1.6%	-13.0%	-0.2%	-1.2%	10.6%	-4.3%	4.3%	2.2%	-2.5%
O=C(c1ccc2ccccc2c1)N1CCN(Cc2ccccc2)CC1	8.2%	-19.1%	-22.9%	?	-1.2%	?	3.1%	22.4%	-3.4%	21.3µM*	?
CC(C)C(C(=O)NCC1CCCO1)N(Cc1ccco1)C(=O)CNS(=O)(=O)c1ccc(F)cc1 (configuration not stated)	0.9%	14.9%	4.4%	-3.9%	-1.3%	0.1%	2.1%	12.5%	-2.4%	3.0%	3.3%
CN(C)C(CNC(=S)Nc1cccc(Cl)c1)c1cccnc1 (configuration not stated)	-0.8%	-14.6%	0.0%	-7.9%	-13.2%	-4.9%	-11.9%	-2.6%	20.1%	4.2%	2.7%
O=C(Cc1ccccc1)Nc1cccc(-c2nnc(-c3ccco3)o2)c1	-0.4%	26.9%	2.2%	16.3%	-8.5%	0.3%	-5.6%	4.7%	-2.0%	-17.3%	2.4%
COc1ccc(NC(=O)c2cnc(SC)n2-c2ccc(F)cc2)c(OC)c1	10.0%	3.8%	3.5%	-15.3%	2.3%	-1.6%	3.9%	-5.3%	4.7%	2.1%	-12.6%
CC1CC(C)(C)NC(=S)N1CCCC(=O)Nc1ccc(F)cc1 (configuration not stated)	-0.4%	12.6µM*	2.6%	1.6%	?	-0.7%	-3.6%	-3.1%	-6.5%	-1.1%	-8.3%
COc1ccc(C)cc1S(=O)(=O)Nc1cc2c3c(c1)C(C)C(=O)N3CCC2 (configuration not stated)	1.4%	.	-16.7%	-41.2%	.	-2.8%	.	1.4%	.	2.4%	0.8%
CCOC(=O)c1ccccc1NC(=O)Cn1cnc2c1c(=O)n(C)c(=O)n2C	0.5%	8.5%	-4.6%	-11.2%	7.7%	-0.8%	5.0%	-0.6%	-2.5%	0.6%	-7.4%
Cc1cccc2cc(C#N)c(NCCCNS(=O)(=O)c3ccc(Cl)cc3)nc12	-6.1%	14.1%	-6.2%	-58.3%	?	-7.9%	5.2%	-10.9%	-16.2%	-1.5%	-0.1%
O=C(c1ccc2c(c1)OCO2)N1CCN=C1SCc1cccnc1	-2.2%	14.8%	-10.2%	-17.5%	5.4%	9.1%	7.0%	0.5%	-4.3%	-4.6%	15.6%
Cc1coc2c1c(C)cc1oc(=O)c(CC(=O)N[C@H](C(=O)O)C(C)C)c(C)c12	0.9%	-3.5%	0.8%	0.3%	7.4%	-0.6%	24.5%	-2.9%	7.7%	?	-3.5%

Not all compounds are listed. The share of hits here may be higher or lower than overall.
